# IDH1 mut inh – inhibitors of IDH1 R132H reductase, primary screen, biochemical, plate reader, single point; Isocitrate dehydrogenase [NADP] cytoplasmic (Homo sapiens), O75874; diaphorase/resazurin fluorescence, 60 min; inhibition, % at 10 µM; 70,000 tested, 0.18% active; AID 624101, 2012; in the data active = inhibition above about 34%;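 note: 0% = DMSO and 100% = no enzyme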
# Target sequence (O75874 whole entry R132H): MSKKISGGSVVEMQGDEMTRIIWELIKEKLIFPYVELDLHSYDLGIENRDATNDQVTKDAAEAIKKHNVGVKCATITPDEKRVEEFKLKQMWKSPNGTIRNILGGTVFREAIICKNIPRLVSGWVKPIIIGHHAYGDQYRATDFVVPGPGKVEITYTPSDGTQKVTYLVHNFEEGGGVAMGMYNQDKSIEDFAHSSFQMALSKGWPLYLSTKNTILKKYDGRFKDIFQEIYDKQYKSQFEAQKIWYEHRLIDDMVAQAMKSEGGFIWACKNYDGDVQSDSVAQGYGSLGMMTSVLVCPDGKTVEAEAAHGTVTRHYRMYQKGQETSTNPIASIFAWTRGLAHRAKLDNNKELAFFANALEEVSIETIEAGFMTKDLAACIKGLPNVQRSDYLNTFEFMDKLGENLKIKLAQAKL
# PRC2 inh – EZH2/PRC2 methyltransferase inhibitors, primary screen, biochemical, DELFIA time-resolved fluorescence, single point | 57,000 tested, 0.35% active | inhibition, % at 12.5 µM | Histone-lysine N-methyltransferase EZH2 (Homo sapiens), Q15910 | PRC2 H3K27 methylation, DELFIA TRF, 1 h;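 active = mean inhibition of replicates at least 50% and every single replicate also reaching 50%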;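 note: dimethyl H3K27 on biotinylated H3 21-44 peptide detected by antibody; plate controls were median neutral control wells for no effect and median positive control wells for full effect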
# The depositor's hits bear a star; . = no result given.
# Value order – IDH1 mut inh	PRC2 inh
- C[C@H](CO)N1C[C@H](C)[C@@H](CN(C)Cc2ccc(Cl)c(Cl)c2)OCCCC[C@H](C)Oc2ccc(N(C)C)cc2C1=O
→ -0.7	.
- C[C@H]1CN([C@@H](C)CO)C(=O)c2cc(NC(=O)Nc3ccc(F)cc3)ccc2O[C@@H]1CN(C)C(=O)Nc1ccccc1
→ 0.1	.
- O=C(C[C@@H]1CC[C@H](NS(=O)(=O)c2ccc(F)cc2)[C@@H](CO)O1)N1CCc2ccccc2C1
→ 0.1	-6.4
- COc1ccc(O)c(C(c2c[nH]c3ccccc23)c2c[nH]c3ccccc23)c1
→ 1.7	.
- O=C(NCC1CCCCN1)c1cc(OCC(F)(F)F)ccc1OCC(F)(F)F (stereo not given)
→ -0.5	.
- COc1ccccc1NC(=O)c1cnc(Nc2nc3ccccc3o2)nc1C
→ 0.3	-7.1
- CO[C@@H]1CN(C)C(=O)c2cc(NS(=O)(=O)CC(F)(F)F)ccc2OC[C@H](C)NC[C@H]1C
→ 0.0	16.1
- COc1ccc(NC(=O)N(C)C[C@@H]2OCCCC[C@H](C)Oc3ccc(NC(=O)Cc4ccccc4)cc3C(=O)N([C@H](C)CO)C[C@H]2C)cc1
→ 1.2	.
- Cc1ccc(S(=O)(=O)Nc2ccc3c(c2)CC(=O)N([C@@H](C)CO)C[C@H](C)[C@@H](CN(C)C(=O)Nc2cccc4ccccc24)O3)cc1
→ -0.5	.
- CC(C)[C@@H](C)NC(=O)N(C)C[C@H]1OCc2ccccc2-c2ccccc2C(=O)N([C@H](C)CO)C[C@@H]1C
→ -1.2	12.7
- CCCN1C[C@H](C)[C@H](OC)CN(C)C(=O)c2cc(NC(=O)Nc3c(C)noc3C)ccc2OC[C@@H]1C
→ 0.2	0.3
- C[C@H]1CCCCO[C@H](CN(C)Cc2ccncc2)[C@@H](C)CN([C@@H](C)CO)C(=O)c2cc(NC(=O)c3ccncc3)ccc2O1
→ 0.6	16.7
- C[C@H]1CN([C@@H](C)CO)C(=O)c2cc(C#CCN(C)C)cnc2O[C@H]1CN(C)Cc1cccc(C(=O)O)c1
→ -0.5	2.8
- C[C@H](NC(=O)C[C@@H]1C=C[C@H](NC(=O)c2cccnc2)[C@H](CO)O1)c1ccccc1
→ 0.1	7.4
- Cn1c(SCC(=O)Nc2cc(Cl)cc(Cl)c2)nnc1-c1ccc(Cl)cc1Cl
→ 0.0	7.4
- CCCC#Cc1cnc2c(c1)C(=O)N([C@H](C)CO)C[C@@H](C)[C@@H](CN(C)C(=O)c1ccc(F)cc1)O2
→ 2.7	3.4
- O=C(C[C@@H]1CC[C@@H](NS(=O)(=O)c2ccc(F)cc2)[C@H](CO)O1)NC1CCC1
→ -0.3	10.0
- Cc1ccc(-c2ccc3c(c2)O[C@@H](CN(C)Cc2cccnc2)[C@H](C)CN([C@@H](C)CO)S3(=O)=O)cc1
→ .	29.1
- COc1ccc(CN=Cc2ccc(C(F)(F)F)cc2)cc1
→ 0.5	-2.5
- C[C@H]1CCCCO[C@H](CN(C)Cc2ccncc2)[C@@H](C)CN([C@@H](C)CO)C(=O)c2cc(NC(=O)CCC(F)(F)F)ccc2O1
→ .	-2.0
- Cc1ccc(S(=O)(=O)Nc2cccc3c2O[C@H](CN(C)S(=O)(=O)c2ccc(Cl)cc2)[C@@H](C)CN([C@H](C)CO)C3=O)cc1
→ 0.9	.
- COc1ccc(CN(C)C[C@@H]2Oc3ccc(NC(=O)c4ccncc4)cc3C(=O)N([C@@H](C)CO)C[C@H]2C)cc1
→ 0.8	.
- O=S(=O)(N[C@@H]1CC[C@@H](CCn2cc(-c3cccc(F)c3)nn2)O[C@H]1CO)c1ccc(F)cc1
→ 0.0	-1.8
- COc1cccc(-c2cnc3c(c2)C(=O)N([C@@H](C)CO)C[C@H](C)[C@@H](CN(C)C(C)=O)O3)c1
→ -21.6	-22.3
- C/C=C/c1cnc2c(c1)C(=O)N([C@@H](C)CO)C[C@@H](C)[C@H](CN(C)Cc1ccccc1F)O2
→ -2.9	-1.7
- Cc1cc(Cl)c(S(=O)(=O)Nc2ccc3c(c2)CCC3)cc1OCC(N)=O
→ 0.3	1.4
- C[C@@H]1CN([C@@H](C)CO)C(=O)c2cc(NS(=O)(=O)c3ccc(F)cc3)ccc2O[C@@H](C)CCCCO[C@H]1CN(C)C(=O)Cc1ccccc1
→ 1.4	.
- COc1cccc(S(=O)(=O)N(C)C[C@H]2OCc3cnnn3CCCC(=O)N([C@H](C)CO)C[C@H]2C)c1
→ -0.6	-1.4
- Cc1ccccc1S(=O)(=O)N[C@H]1CC[C@@H](CCNS(=O)(=O)c2cccc(F)c2)O[C@@H]1CO
→ -0.2	-0.9
- CO[C@@H]1CN(C)C(=O)c2ccc(NC(=O)Nc3c(C)noc3C)cc2OC[C@H](C)N(C)C[C@@H]1C
→ 0.2	-2.2
- C[C@]12CCCC(=O)N1CCc1c2[nH]c2ccccc12
→ .	-3.2
- CCC(=O)N[C@H]1CC[C@H](CCNS(=O)(=O)c2ccc(Cl)cc2)O[C@H]1CO
→ 0.4	6.4
- COc1c(O)cc2oc(-c3ccc(O)c(O)c3)cc(=O)c2c1O
→ -0.1	49.5
- Cc1ccc(S(=O)(=O)Nc2ccc3c(c2)C(=O)N([C@H](C)CO)C[C@H](C)[C@@H](CN(C)C(=O)Nc2ccccc2)OCCCC[C@@H](C)O3)cc1
→ 0.4	.
- C[C@H](CO)N1C[C@H](C)[C@@H](CN(C)Cc2ccccc2)Oc2c(NC(=O)Nc3ccc(F)cc3)cccc2C1=O
→ 3.6	-11.3
- Cc1ccccc1S(=O)(=O)N[C@@H]1CC[C@H](CCNS(=O)(=O)c2cccc(F)c2)O[C@H]1CO
→ -0.1	4.2
- COc1ccc(NC(=O)Nc2ccc3c(c2)CC(=O)N([C@@H](C)CO)C[C@H](C)[C@H](CN(C)S(=O)(=O)c2ccc(OC)cc2)O3)cc1
→ 0.3	.
- C[C@H](CO)N1C[C@H](C)[C@H](CN(C)Cc2cncnc2)Oc2ncc(-c3ccc(C#N)cc3)cc2C1=O
→ -0.5	5.5
- C[C@H]1CN([C@@H](C)CO)S(=O)(=O)c2ccc(C#Cc3ccccc3)cc2O[C@H]1CN(C)S(=O)(=O)c1cn(C)cn1
→ -0.8	.
- COCC#Cc1ccc2c(c1)O[C@H](CN(C)S(=O)(=O)c1cccc(OC)c1)[C@H](C)CN([C@@H](C)CO)S2(=O)=O
→ 2.9	.
- O=C(C[C@@H]1C=C[C@@H](NC(=O)Nc2ccccc2)[C@H](CO)O1)NCc1ccccn1
→ -0.1	0.1
- CC(C)NC(=O)Nc1ccc2c(c1)CC(=O)N([C@@H](C)CO)C[C@@H](C)[C@H](CN(C)Cc1ccc(C(=O)Nc3ccccc3N)cc1)O2
→ 0.3	.
- O=C(C[C@H]1C[C@H]2c3cc(NC(=O)Nc4ccccc4F)ccc3O[C@H]2[C@H](CO)O1)NCCc1ccccc1
→ 0.3	-3.4
- C[C@H]1CN([C@@H](C)CO)C(=O)c2cc(NC(=O)Cn3cnnn3)ccc2O[C@@H]1CN(C)C
→ 1.1	.
- CC(C)CC#Cc1cnc2c(c1)C(=O)N([C@H](C)CO)C[C@@H](C)[C@H](CN(C)C(=O)C1CCOCC1)O2
→ 0.5	-4.0
- COc1ccc(NC(=O)Nc2ccc3c(c2)C(=O)N([C@@H](C)CO)C[C@@H](C)[C@H](CN(C)S(=O)(=O)c2ccccc2)O3)cc1
→ 4.5	.
- O=C(NCC[C@H]1CC[C@H](NC(=O)C2CCCC2)[C@@H](CO)O1)c1ccc(F)cc1
→ -0.1	-6.6
- C[C@@H]1CN([C@H](C)CO)C(=O)Cc2cc(NC(=O)Cn3cnnn3)ccc2O[C@@H]1CN(C)C(=O)Nc1ccc(F)cc1
→ -7.4	.
- O=C(C[C@H]1CC[C@@H](NC(=O)Nc2cccc(F)c2)[C@H](CO)O1)NCC1CC1
→ 0.0	-2.7
- COc1cccc(S(=O)(=O)N[C@@H]2C=C[C@@H](CC(=O)NCc3ccc(F)cc3)O[C@H]2CO)c1
→ -0.1	9.4
- O=C(N[C@H]1CC[C@H](CCn2cc(-c3ccccn3)nn2)O[C@@H]1CO)c1cccnc1
→ 0.0	1.2
- Cc1ccc(S(=O)(=O)N(C)C[C@H]2Oc3ncc(C#CC4(O)CCCC4)cc3C(=O)N([C@@H](C)CO)C[C@@H]2C)cc1
→ -13.6	.
- Cc1cccc(-n2c(N)cc(=O)nc2SCC(=O)N(c2ccccc2)c2ccccc2)c1
→ 1.1	-7.9
- C[C@H]1CN([C@@H](C)CO)C(=O)c2cc(-c3ccccc3)cnc2O[C@H]1CN(C)Cc1cccnc1
→ -0.6	4.3
- C[C@@H]1CN([C@H](C)CO)C(=O)c2cccc(NS(=O)(=O)c3ccccc3)c2O[C@@H]1CN(C)CC1CC1
→ 1.4	8.7
- C[C@@H]1CN([C@@H](C)CO)C(=O)c2cccc(NS(=O)(=O)c3cn(C)cn3)c2O[C@H]1CN(C)Cc1ccc(Oc2ccccc2)cc1
→ -0.1	.
- CNC[C@H]1Oc2ccc(N(C)C)cc2C(=O)N([C@@H](C)CO)C[C@H]1C
→ 1.0	-11.3
- C[C@@H]1CN([C@H](C)CO)S(=O)(=O)c2ccc(-c3ccc(F)cc3)cc2O[C@H]1CN(C)Cc1ccccc1C(=O)O
→ -1.4	13.6
- C[C@@H]1CN([C@H](C)CO)C(=O)c2cc(NC(=O)Cc3cn(C)c4ccccc34)ccc2O[C@@H]1CN(C)S(=O)(=O)c1ccc(Cl)cc1
→ 0.3	.
- C[C@H]1CN([C@@H](C)CO)C(=O)c2cc(NS(=O)(=O)c3ccc(Cl)cc3)ccc2O[C@H]1CN(C)C(=O)Nc1ccc2c(c1)OCO2
→ 0.1	.

# (listing goes on)
# Value order – IDH1 mut inh	PRC2 inh
- C[C@@H]1CN([C@@H](C)CO)S(=O)(=O)c2ccc(-c3cccc(C#N)c3)cc2O[C@H]1CN(C)Cc1cccc(F)c1
→ 2.7	.
- CC(=O)N(C)C[C@H]1Oc2cc(-c3ccccc3C)ccc2S(=O)(=O)N([C@H](C)CO)C[C@H]1C
→ 0.3	7.8
- C[C@H](CO)N1C[C@H](C)[C@H](CN(C)S(=O)(=O)c2ccc(Cl)cc2)Oc2ccc(NS(=O)(=O)c3ccc(F)cc3)cc2C1=O
→ 0.0	.
- C[C@H]1CN([C@@H](C)CO)C(=O)CCCn2cc(nn2)CO[C@@H]1CN(C)S(C)(=O)=O
→ -2.5	4.9
- C[C@H](CO)N1C[C@H](C)[C@H](CN(C)S(=O)(=O)c2cn(C)cn2)Oc2c(NC(=O)c3nc4ccccc4s3)cccc2C1=O
→ -4.2	.
- C[C@@H]1CN([C@H](C)CO)C(=O)Cc2cc(NC(=O)NC3CCCCC3)ccc2O[C@@H]1CN(C)C(=O)Nc1ccc2c(c1)OCO2
→ 2.4	.
- Cc1noc(C)c1NC(=O)Nc1ccc2c(c1)C(=O)N([C@H](C)CO)C[C@H](C)[C@@H](CN(C)Cc1ccccc1)OCCCC[C@@H](C)O2
→ 9.3	.
- C[C@@H]1CN([C@H](C)CO)C(=O)c2cccc(NC(=O)c3ccc(-c4nccs4)cc3)c2O[C@H]1CN(C)CC1CCCCC1
→ -0.7	-11.6
- COc1ccc(C(=O)Nc2ccc3c(c2)OC[C@H](C)N(C)C[C@@H](C)[C@@H](OC)CN(C)C3=O)cc1
→ -0.2	3.8
- C[C@@H]1CN([C@@H](C)CO)S(=O)(=O)c2ccc(-c3cccc(F)c3)cc2O[C@H]1CN(C)CC1CC1
→ -0.4	-5.4
- Cc1ccc(S(=O)(=O)Nc2ccc3c(c2)CC(=O)N([C@@H](C)CO)C[C@@H](C)[C@H](CN(C)Cc2ccc(C(=O)O)cc2)O3)cc1
→ -2.7	.
- CCCNC(=O)N1[C@H](CO)[C@H](c2ccc(-c3cccnc3)cc2)[C@@H]1C#N
→ -0.2	.
- Cc1cc(C(=O)Nc2cccc3c2O[C@H](CN(C)CC2CCCCC2)[C@@H](C)CN([C@H](C)CO)C3=O)n(C)n1
→ .	-12.5
- C/C=C/c1ccc2c(c1)O[C@H](CN(C)C(=O)c1ccccc1)[C@H](C)CN([C@H](C)CO)S2(=O)=O
→ -2.5	0.8
- COc1ccc(NC(=O)N(C)C[C@H]2OCc3ccccc3-c3c(n(C)c4ccccc34)C(=O)N([C@H](C)CO)C[C@@H]2C)c(OC)c1
→ .	-31.3
- C[C@@H]1CN([C@@H](C)CO)C(=O)c2cc(C#C[C@@H](C)O)cnc2O[C@@H]1CN(C)Cc1cncnc1
→ 0.9	7.9
- COc1ccc(C#Cc2cnc3c(c2)C(=O)N([C@@H](C)CO)C[C@H](C)[C@H](CN(C)C(=O)CC2CC2)O3)cc1
→ 1.0	-8.2

# 4 of these compounds in another layout:
Structure	IDH1 mut inh	PRC2 inh
Cc1ccc(S(=O)(=O)Nc2ccc3c(c2)CC(=O)N([C@@H](C)CO)C[C@@H](C)[C@H](CN(C)Cc2ccc(C(=O)O)cc2)O3)cc1	-2.7	.
CCCNC(=O)N1[C@H](CO)[C@H](c2ccc(-c3cccnc3)cc2)[C@@H]1C#N	-0.2	.
Cc1cc(C(=O)Nc2cccc3c2O[C@H](CN(C)CC2CCCCC2)[C@@H](C)CN([C@H](C)CO)C3=O)n(C)n1	.	-12.5
C/C=C/c1ccc2c(c1)O[C@H](CN(C)C(=O)c1ccccc1)[C@H](C)CN([C@H](C)CO)S2(=O)=O	-2.5	0.8

# Quoted at random: two records from the list
# Value order – IDH1 mut inh	PRC2 inh
- COc1ccc(C#Cc2cnc3c(c2)C(=O)N([C@@H](C)CO)C[C@H](C)[C@H](CN(C)C(=O)CC2CC2)O3)cc1
→ 1.0	-8.2
- C[C@@H]1CN([C@@H](C)CO)S(=O)(=O)c2ccc(-c3cccc(C#N)c3)cc2O[C@H]1CN(C)Cc1cccc(F)c1
→ 2.7	.

# Screening data as filed in PubChem.

# An excerpt (hit frequency here may not be typical).
